# GRIN3A LBD mod: modulators (binders) of human NR3A ligand-binding domain; NR3A LBD differential scanning fluorimetry, Tm shift; 0% = protein alone, 100% = glycine-bound protein; Tm shift relative to glycine control, % at 25 µM; 340,000 compounds, 2.5% hits;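 active = melting temperature shift of at least 10% of the positive control shift, at one fixed dose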
# SENP6 inh: blocks the human protease SENP6; AID 2599; Recombinant SENP6 catalytic domain, aminoluciferin luminescence; 330,000 compounds, 1.8% hits; inhibition, % at 10 µM; Q9GZR1;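 active = inhibition above about 50% at the single tested dose, limit read from the data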;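 also: plate controls were DMSO wells with enzyme for no effect and DMSO wells lacking enzyme for full effect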
# Target sequence (Q9GZR1 628-1112 limits assumed): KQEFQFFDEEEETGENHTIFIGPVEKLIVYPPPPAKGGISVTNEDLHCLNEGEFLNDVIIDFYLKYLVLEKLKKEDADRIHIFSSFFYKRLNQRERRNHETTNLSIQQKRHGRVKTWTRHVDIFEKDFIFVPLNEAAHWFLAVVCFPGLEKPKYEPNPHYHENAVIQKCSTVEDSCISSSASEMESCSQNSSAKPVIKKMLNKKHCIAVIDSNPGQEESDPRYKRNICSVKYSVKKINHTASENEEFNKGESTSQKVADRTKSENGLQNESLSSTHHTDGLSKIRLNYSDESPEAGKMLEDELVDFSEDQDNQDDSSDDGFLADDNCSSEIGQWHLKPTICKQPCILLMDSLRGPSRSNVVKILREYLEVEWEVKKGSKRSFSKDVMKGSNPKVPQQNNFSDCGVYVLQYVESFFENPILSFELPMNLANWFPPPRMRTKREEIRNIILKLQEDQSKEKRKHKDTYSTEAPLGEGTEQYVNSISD
# SENP8 block: inhibitors of human SENP8 protease; Q96LD8; recombinant SENP8, Nedd8 substrate fluorescence; inhibition, % at 20 µM; 360,000 compounds, 0.64% hits; in the data active = inhibition mostly above about 40%, no sharp cut-off; inactive = mostly below about 27%
# Target sequence (Q96LD8 whole entry, looked up): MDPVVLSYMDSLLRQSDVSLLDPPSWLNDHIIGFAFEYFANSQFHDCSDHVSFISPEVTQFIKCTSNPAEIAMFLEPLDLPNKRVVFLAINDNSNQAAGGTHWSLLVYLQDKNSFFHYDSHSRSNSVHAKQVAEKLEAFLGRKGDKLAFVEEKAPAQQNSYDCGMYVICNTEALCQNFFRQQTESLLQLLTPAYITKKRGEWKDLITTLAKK
# ATG4B inh: blocks human ATG4B protease cleavage of LC3 substrate; ATG4B cleavage of LC3-PLA2, NBD-HPC fluorescence, 1 h; inhibition, % at 8.33 µM; 340,000 compounds, 0.51% hits; AID 504462; in the data active = inhibition above about 40%
# hIAP act: increases human intestinal alkaline phosphatase activity; P09923; activation factor at 10 µM; purified human IAP, CDP-Star luminescence, 30 min; hits give high values; 1 = vehicle-only enzyme, 0 = enzyme-free background; 330,000 compounds, 0.16% hits;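 active = activation factor of the enzyme at least 2-fold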; also: the source names both 10 and 20 µM as test concentration; values of inactives mirror those of a sister screen read the other way
# SENP1 inh: blocks the human SENP1 SUMO protease catalytic domain; Q9P0U3; recombinant SENP1 catalytic domain, CyPet-SUMO1-YPet FRET cleavage; inhibition, % at 10 µM; 360,000 compounds, 0.21% hits; AID 624204;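 active = inhibition at least 30% at 10 µM, raw YFP signal under a set limit, fluorescence ratio 0.5 to 1.5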;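 also: 0% = enzyme with DMSO and 100% = no enzyme wells; some results filed as inactive read as strong as hits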
# Target sequence (Q9P0U3 419-644 limits assumed): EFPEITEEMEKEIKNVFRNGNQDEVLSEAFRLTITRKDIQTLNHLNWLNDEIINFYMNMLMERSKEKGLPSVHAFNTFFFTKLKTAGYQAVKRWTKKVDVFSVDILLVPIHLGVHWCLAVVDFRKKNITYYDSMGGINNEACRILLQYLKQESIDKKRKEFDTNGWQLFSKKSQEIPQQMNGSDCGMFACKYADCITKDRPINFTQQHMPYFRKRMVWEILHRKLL
#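 System: Recombinant human SENP1 catalytic domain, His6-tagged | Incubation: Enzyme reaction for 50 min at room temperature, dark | Medium: Tris pH 8 with BME, BSA, NP40 and catalase | Also added: 25 nM SUMO1 FRET substrate | Compound: 10 µM single point, 0.5% DMSO | Measured by: FRET fluorescence in CFP and YFP emission channels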
# MPTP block: inhibitors of mitochondrial permeability transition pore. isolated mouse mitochondria, Ca2+ swelling absorbance, 30 min. inhibition, % at 10 µM. 360,000 compounds, 1.4% hits. AID 602449;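 active = inhibition of 50% or more, scaled per plate between neutral and stimulator controls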;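 also: 0% = DMSO wells given calcium and 100% = 1 mM EGTA wells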
# PfGluPho inh: PfG6PD (Plasmodium falciparum) enzyme inhibition | PfGluPho enzyme, NADPH resazurin-diaphorase fluorescence | inhibition, % at 20 µM | 350,000 compounds, 0.78% hits;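 active = inhibition reaching at least a set limit at 20 µM in the primary screen, cut at about 59% in these data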;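 also: 0% = DMSO wells with substrate and 100% = DMSO wells lacking glucose-6-phosphate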
# Numbers without * were called inactive; / = no result given.
SMILES,GRIN3A LBD mod,SENP6 inh,SENP8 block,ATG4B inh,hIAP act,SENP1 inh,MPTP block,PfGluPho inh
CCOC(=O)C1CCN(S(=O)(=O)NC[C@H]2O[C@@H](n3cnc4c(N)ncnc43)[C@H](O)[C@@H]2O)C1 (some centres not stated),0,/,6,3,/,1,0.2,-12
O=c1cc(-c2c(F)c(F)c(F)c(F)c2F)oc2ccccc12,0,-13,-8,-4,0.97,0,-0.5,-7
Cc1cc(C(=O)CCC(=O)Nc2ncccc2C)c(C)s1,1,0,-12,-3,1,-1,-2.4,-1
O=C(CN1CCN(C(=O)c2ccccc2)CC1)Nc1cccc(S(=O)(=O)N2CCCC2)c1,5,-6,-8,-5,0.89,0,0.5,3
Cc1ccc2c(c1C)NC(=O)C2(O)CC(=O)c1ccc2c(c1)OCO2 (configuration not stated),-1,-8,0,-6,0.83,-1,-0.7,-12
CCCCC(CC)CNCc1cccn1CCN1CCOCC1 (configuration not stated),2,10,7,-5,0.95,-2,0.0,11
CCN1CCN(CC(O)COc2cccc(OC)c2)CC1 (configuration not stated),0,3,15,-3,1.2,-2,-1.4,-14
COC(=O)C1=C(C)Nc2nc3ccccc3n2C1c1ccccc1F (configuration not stated),-1,-11,-82,0,1.1,-5,-1.8,12
COc1cccc(/C=C/C(=O)OCC(=O)N2c3ccccc3CC2C)c1OC (configuration not stated),0,-2,-336,-1,0.97,4,-0.7,14
CC(=O)Nc1ccc(S(=O)(=O)NC2Cc3ccccc3C2)cc1,1,-16,12,-3,0.89,0,1.2,-4
CCN(C(=O)COC(=O)c1ccc(OC)c(S(=O)(=O)N2CCCc3ccccc32)c1)C1CCS(=O)(=O)C1 (configuration not stated),1,-23,4,-5,0.98,-2,1.8,-4
CCSc1nc(N)c2c3c(sc2n1)CCC3,-1,3,-147,2,1.1,-5,1.0,20
COc1ccc(NC(=O)CCNC(=O)N2CC(=O)Nc3ccccc32)cc1OC,/,/,18,/,/,-3,-1.8,-19
CCC1(C2=CCCCC2)C(=O)NC(=S)N=C1N (configuration not stated),-2,/,24,2,/,-1,-1.1,-11
Cc1cc(N2CCC(C(=O)NC3CC3)CC2)nc(-c2ccccc2)n1,0,25,2,-4,0.94,0,0.0,5
Cc1cc(C)cc(OCC(=O)N/N=C/c2ccco2)c1,1,-37,2,-6,1.1,0,0.1,13
Cc1cc(CNCc2c(C(=O)N(C)Cc3ccccc3)nc3ccccn23)nn1C,1,-12,-24,-1,1,-1,0.5,14
Cc1nc2c(cc1N)nc(C)n2Cc1ccccc1,-1,8,-304,5,0.97,-6,-0.8,4
COc1ccc(CN(C)C(=O)CNC(=O)c2ccc3ccccc3c2)c(OC)c1,-1,3,0,-3,1,0,-1.6,12
COc1ccccc1S(=O)(=O)Nc1ccc2cn[nH]c2c1,-3,6,12,4,1.1,1,0.8,-8

# Whole records, quoted from the list. Order of values: GRIN3A LBD mod	SENP6 inh	SENP8 block	ATG4B inh	hIAP act	SENP1 inh	MPTP block	PfGluPho inh
# `CCN(C(=O)COC(=O)c1ccc(OC)c(S(=O)(=O)N2CCCc3ccccc32)c1)C1CCS(=O)(=O)C1` (configuration not stated) in the list: 1	-23	4	-5	0.98	-2	1.8	-4
# `COc1ccc(NC(=O)CCNC(=O)N2CC(=O)Nc3ccccc32)cc1OC` in the list: /	/	18	/	/	-3	-1.8	-19

# Other structures follow:
SMILES,GRIN3A LBD mod,SENP6 inh,SENP8 block,ATG4B inh,hIAP act,SENP1 inh,MPTP block,PfGluPho inh
Cc1ccc(S(=O)(=O)N2CCCCC2)cc1C(=O)OC1CCCCC1=O (configuration not stated),-1,-10,22,3,1.1,2,-0.9,-14
Cc1cc(C)n(CCNC(=O)CCc2nnc(CCc3ccccc3)o2)n1,0,-19,12,9,1.1,3,0.2,-5
COc1ccc(-n2c(SCC(=O)N3CCCCC3)nc3ccccc3c2=O)cc1,1,-1,19,16,0.92,1,0.4,-8
COCOCCn1cc(CN2CCS(=O)(=O)N(Cc3ccc(-c4cccc(N(C)C)c4)cc3)C(CC(C)C)C2=O)nn1 (configuration not stated),/,/,-144,/,/,0,-1.3,18
COc1ccc(/C=N/NC(=O)c2[nH]c3ccc(Br)cc3c2-c2ccccc2)cc1,18*,7,-320,-4,0.95,1,46,-9
COC(=O)c1sc(NC(=O)c2c(F)cccc2F)c(C#N)c1C,-4,-22,-13,-5,1.1,-28,1.5,-20
Nc1nc2ccc(S(=O)(=O)N3CCCCC3)cc2s1,1,-7,13,-6,0.86,1,-2.2,65*
CCOc1ccc(NC(=S)N(CCN2CCOCC2)Cc2cc3cc4c(cc3[nH]c2=O)OCCO4)cc1,-1,-16,-311,-8,1,0,-0.3,3
O=C(NCCCN=C1NS(=O)(=O)c2ccccc21)c1ccc(Cl)cc1,0,-7,13,-3,1,2,-0.6,2
Cc1csc(SCC(=O)NCc2ccccc2)n1,0,-17,12,10,1.1,2,2.9,-13
COc1cc(C(=O)NC2CCN(CC(=O)Nc3cccc(C)c3C)CC2)cc(OC)c1OC,0,-29,3,7,0.96,4,0.0,5
Cc1ccc(Nc2c(-c3ccc(N4CCOCC4)cc3)nc3ncccn23)cc1C,0,23,-33,13,0.94,-40,-2.2,-5
CC(C)N(C1=CC(=O)OC12CCCCC2)C(C)C,0,-15,9,-6,1.1,-1,0.5,5
CCOC(=O)C(=CNc1cc(C)nn1-c1ccc(C)cc1)C(=O)OCC,-1,4,-32,-9,1,0,-0.2,21
O=[N+]([O-])c1[nH]cnc1/C=C/c1ccccc1,22*,-11,39,-1,0.9,0,2.2,-6
O=C(CN1C(=O)c2ccc([N+](=O)[O-])cc2C1=O)NCc1ccco1,1,-6,23,-1,0.95,-5,-3.2,-1
Clc1cccc(Nc2nc(-c3ccncc3)nc3ccccc23)c1,-7,-2,-425,-2,0.94,1,69*,-19
Cc1ccc(Cn2ccc(NC(=O)c3cc(C)on3)n2)cc1,0,-6,18,-7,0.86,1,-0.2,-12
CC(=O)c1ccc(N2CCN(C(=O)CCS(=O)(=O)c3ccc4c(c3)NC(=O)CS4)CC2)cc1,0,4,-108,-7,1.1,1,0.3,-3
O=C(NNS(=O)(=O)c1ccccc1)c1ccccc1-n1cccc1,0,-4,-7,-8,1.1,2,1.8,-8
CCOC(=O)CNC(=O)CSc1nnc(-c2ccccc2)c(-c2ccccc2)n1,0,-1,15,-6,0.91,2,0.8,-21
Cc1ccc(-c2c[nH]c(=S)n2-c2ccccc2)cc1,0,-29,6,-6,1.5,0,-0.2,39
CCOc1ccc(N2C(=O)CC(N3CCN(c4ccccc4OC)CC3)C2=O)cc1 (configuration not stated),2,0,6,-5,1.2,-1,1.0,-4
CN(C)S(=O)(=O)c1ccc(N2CCCC2)c(C(=O)N2CCN(S(=O)(=O)c3ccccc3F)CC2)c1,1,-3,17,-8,1,1,0.6,0
CCOc1ccc(CCNC(=O)COC(=O)c2cc(OC)c(OC)cc2[N+](=O)[O-])cc1OCC,-1,-11,12,-1,1,2,-0.7,4
Cc1ccc(S(=O)(=O)N2CCN(C(=O)C3CCCC3)CC2)cc1C,-2,-18,19,-5,0.92,0,0.5,-1
CCOC(=O)N1CCN(C(=O)Cc2ccsc2)CC1,-1,-6,8,0,0.93,0,-0.6,11
CCn1nc(C(=O)NNC(=O)c2ccc(OC(F)F)cc2)c2ccccc2c1=O,0,-2,17,-8,1.2,1,-1.5,-15
Cn1c(=O)c2c(SCC(=O)Nc3ccc4c(c3)OCCO4)nc(CC(C)(C)C)nc2n(C)c1=O,-22,-2,-6,-6,1,2,-1.6,14
Cc1cc(NC(=O)c2cc(-c3ccncc3)nc3ccccc23)ccc1Br,9,7,10,2,1.2,0,1.5,18
CCOC(=O)c1c(/N=C/c2ccc(C)cc2O)sc2c1CCN(C)C2,1,1,8,-6,1,-10,3.4,-10
CCOC(=O)C1CCCN(CCC(=O)Nc2cccc(C)c2)C1 (configuration not stated),0,-5,8,-12,1.2,1,1.0,7
Cn1c(=O)c2c(ncn2CC(=O)OCC(=O)NCc2ccc(F)cc2)n(C)c1=O,/,/,13,/,/,1,0.0,-6
COc1ccccc1OCC(=O)NNC(=O)c1ccc(F)c(S(=O)(=O)N2CCOCC2)c1,0,4,0,9,1.2,3,-2.7,-12
O=C(O)c1ccc(-n2ncc3c2/C(=C\c2cccc([N+](=O)[O-])c2)CC3)cc1,6,/,22,1,/,3,-1.8,-1
COc1ccc(/C=C/C(=O)N2CCN(c3ccccn3)CC2)c2ccccc12,-7,6,-101,1,1,0,-0.3,10
CCOc1ccc(Oc2cc(C)nc(SC)n2)nn1,1,3,26,-11,0.87,0,0.8,-1
Cc1ccc(Cl)cc1NCN1C(=O)c2ccccc2C1=O,/,/,6,/,/,1,-1.3,-23
O=C1CN(C(=O)COC(=O)CCS(=O)(=O)c2ccccc2Cl)c2ccccc2N1,-3,-4,-4,2,1.1,2,-1.5,-12
O=C(O)c1ccc(/C=N/NC(=O)c2ccc(NS(=O)(=O)c3cccs3)cc2)cc1,2,-18,26,3,1,-1,-0.9,-4

# 14 consecutive compounds out of the list so far, for reference:
SMILES,GRIN3A LBD mod,SENP6 inh,SENP8 block,ATG4B inh,hIAP act,SENP1 inh,MPTP block,PfGluPho inh
CCOC(=O)C1CCN(S(=O)(=O)NC[C@H]2O[C@@H](n3cnc4c(N)ncnc43)[C@H](O)[C@@H]2O)C1 (some centres not stated),0,/,6,3,/,1,0.2,-12
O=c1cc(-c2c(F)c(F)c(F)c(F)c2F)oc2ccccc12,0,-13,-8,-4,0.97,0,-0.5,-7
Cc1cc(C(=O)CCC(=O)Nc2ncccc2C)c(C)s1,1,0,-12,-3,1,-1,-2.4,-1
O=C(CN1CCN(C(=O)c2ccccc2)CC1)Nc1cccc(S(=O)(=O)N2CCCC2)c1,5,-6,-8,-5,0.89,0,0.5,3
Cc1ccc2c(c1C)NC(=O)C2(O)CC(=O)c1ccc2c(c1)OCO2 (configuration not stated),-1,-8,0,-6,0.83,-1,-0.7,-12
CCCCC(CC)CNCc1cccn1CCN1CCOCC1 (configuration not stated),2,10,7,-5,0.95,-2,0.0,11
CCN1CCN(CC(O)COc2cccc(OC)c2)CC1 (configuration not stated),0,3,15,-3,1.2,-2,-1.4,-14
COC(=O)C1=C(C)Nc2nc3ccccc3n2C1c1ccccc1F (configuration not stated),-1,-11,-82,0,1.1,-5,-1.8,12
COc1cccc(/C=C/C(=O)OCC(=O)N2c3ccccc3CC2C)c1OC (configuration not stated),0,-2,-336,-1,0.97,4,-0.7,14
CC(=O)Nc1ccc(S(=O)(=O)NC2Cc3ccccc3C2)cc1,1,-16,12,-3,0.89,0,1.2,-4
CCN(C(=O)COC(=O)c1ccc(OC)c(S(=O)(=O)N2CCCc3ccccc32)c1)C1CCS(=O)(=O)C1 (configuration not stated),1,-23,4,-5,0.98,-2,1.8,-4
CCSc1nc(N)c2c3c(sc2n1)CCC3,-1,3,-147,2,1.1,-5,1.0,20
COc1ccc(NC(=O)CCNC(=O)N2CC(=O)Nc3ccccc32)cc1OC,/,/,18,/,/,-3,-1.8,-19
CCC1(C2=CCCCC2)C(=O)NC(=S)N=C1N (configuration not stated),-2,/,24,2,/,-1,-1.1,-11

# (further entries)
SMILES,GRIN3A LBD mod,SENP6 inh,SENP8 block,ATG4B inh,hIAP act,SENP1 inh,MPTP block,PfGluPho inh
CC(C)n1c(CCC(=O)O)ccc1-c1ccccc1,-1,-2,-194,-1,0.97,-7,-0.3,-20
CC1CC(C)CN(C(=O)Nc2ccccc2F)C1 (configuration not stated),-1,-25,21,-2,1,3,2.0,6
O=C(COC(=O)c1ccc(Cl)nc1)Nc1ccccc1OC(F)F,3,5,7,-3,1.1,2,1.0,-4
CC(=O)c1ccc(OCC(O)CN2C(C)(C)CC(O)CC2(C)C)cc1 (configuration not stated),-1,-4,1,-3,1,1,0.7,-2
Cc1cccc(CN2C(=O)c3ccccc3Sc3ccc(C(=O)NCCCN4CCOCC4)cc32)c1,0,3,10,-5,0.71,0,-0.9,-18
CCn1c(SCC(=O)Nc2ccc(C(C)=O)cc2)nc2ccccc21,1,-8,2,-10,1.1,1,7.2,-4

# Assay outcomes (PubChem)
